Bioassay records as filed in PubChem.
E-sel inducer: E-selectin induction on HUVECs. HUVEC E-selectin immunofluorescence imaging; normalized: neutral wells 0, TNF-alpha wells 100. P16581. activation, % at 7.58 µM. 0.37% of 260,000 active;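 active = mean E-selectin-positive cell signal at least 10% of the positive control, reached in at least 60% of replicates, without over 20% cell loss; inconclusive = no rule given, readout overlaps actives, possibly toxicity-flagged; inactive = the rest, including those meeting only one limit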;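 note: in these data hits start at about 27%; measured in HUVEC primary endothelial cells; signal is the percent of cells scored E-selectin positive by PE staining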
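Assay system: HUVEC primary endothelial cells. Input: 3,000 HUVEC seeded per well. Doses: one compound dose added by pin transfer. Read-out basis: % PE-positive cells. Benchmarks: TNF-alpha high, DMSO low. Detection: immunofluorescence imaging. Buffer or medium: EGM-2, gelatin.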
SIRT5 block: inhibitors of human sirtuin-5 desuccinylase. AID 652115. inhibition, % at 15 µM. 1.1% of 330,000 active. Purified SirT5, succinyl-peptide AMC, trypsin-coupled fluorescence; in the data active = inhibition above about 15%; inconclusive = no clear call, values can overlap the other calls
Target sequence (Q9NXA8 whole entry, looked up): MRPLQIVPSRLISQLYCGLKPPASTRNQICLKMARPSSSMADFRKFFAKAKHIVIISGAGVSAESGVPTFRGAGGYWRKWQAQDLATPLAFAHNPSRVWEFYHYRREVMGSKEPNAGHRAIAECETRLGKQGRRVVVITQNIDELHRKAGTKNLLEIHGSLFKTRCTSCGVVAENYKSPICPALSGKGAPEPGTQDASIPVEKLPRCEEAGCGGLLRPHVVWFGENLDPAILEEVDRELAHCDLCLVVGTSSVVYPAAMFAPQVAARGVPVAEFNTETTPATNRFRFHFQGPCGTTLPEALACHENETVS
DENV2 CPE rescue: protects cells from dengue virus 2 cytopathic effect. DENV2-infected cells, cytopathic effect rescue, plate reader. AID 651640. 1.7% of 350,000 active. CPE inhibition, % at 9.99 µM; in the data active = CPE inhibition above about 20%, passing the limit was not always enough; inconclusive = no clear call, values can overlap the other calls; tested in BHK-21 cells;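 note: 0% = median of neutral control wells and 100% = median of positive control wells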
C2C12 statin: protects C2C12 myotubes from simvastatin toxicity. ATP luminescence, 48 h; scaled: DMSO 0, geranylgeraniol control 100. rescue of ATP level, % at 7.49 µM. 0.78% of 330,000 active. AID 602340;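 active = mean ATP rescue above about 67%, or every replicate alone reaching that limit, limit read from the data, passing the limit was not always enough; inconclusive = no clear call, values can overlap the other calls; inactive = mean under the limit and some replicate under it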;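 note: myotubes were challenged with 10 µM simvastatin during compound exposure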
S100A4 MyoIIA: blocks human S100A4 binding to myosin IIA peptide. P26447. S100A4/TAMRA-MyoIIA peptide fluorescence polarization. AID 652163. inhibition, % at 10.7 µM. 0.14% of 360,000 active;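 active = mean inhibition of at least 70% across replicates, with every replicate also reaching that level; inconclusive = mean inhibition reaches 70% but some replicates fall short; inactive = mean inhibition below 70%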
Target sequence (P26447 whole entry, looked up): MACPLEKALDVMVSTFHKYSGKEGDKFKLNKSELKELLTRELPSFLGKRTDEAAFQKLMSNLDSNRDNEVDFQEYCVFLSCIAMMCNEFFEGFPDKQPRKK
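Compound dosing: one dose per compound; test system: human S100A4 monomer with TAMRA-labelled myosin IIA peptide; probe or stimulus: TAMRA-labelled myosin IIA heavy-chain peptide probe, 5 nM; medium: HEPES buffer with Ca2+, pH 7.2; schedule: 5 min incubation before reading; benchmarks: neutral control DMSO, positive control TFP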
PglD inh: blocks C. jejuni PglD acetyltransferase activity. purified PglD enzyme, DTNB colorimetric CoA detection. inhibition, % at 12.5 µM. 0.098% of 360,000 active; in the data active = inhibition above about 16%, passing the limit was not always enough; inconclusive = no clear call, values can overlap the other calls; note: strong numbers were not always called active
ERp5 block: ERp5 (human) disulfide isomerase inhibition. Q15084. ERp5 insulin aggregation, absorbance 650 nm, 90 min. inhibition, % at 9.99 µM. 0.05% of 350,000 active;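 active = mean replicate inhibition above about 25%, with every replicate also reaching it, limit read from the data, passing the limit was not always enough; inconclusive = only one of those two criteria met; inactive = neither criterion met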
Target sequence (Q15084 whole entry, looked up): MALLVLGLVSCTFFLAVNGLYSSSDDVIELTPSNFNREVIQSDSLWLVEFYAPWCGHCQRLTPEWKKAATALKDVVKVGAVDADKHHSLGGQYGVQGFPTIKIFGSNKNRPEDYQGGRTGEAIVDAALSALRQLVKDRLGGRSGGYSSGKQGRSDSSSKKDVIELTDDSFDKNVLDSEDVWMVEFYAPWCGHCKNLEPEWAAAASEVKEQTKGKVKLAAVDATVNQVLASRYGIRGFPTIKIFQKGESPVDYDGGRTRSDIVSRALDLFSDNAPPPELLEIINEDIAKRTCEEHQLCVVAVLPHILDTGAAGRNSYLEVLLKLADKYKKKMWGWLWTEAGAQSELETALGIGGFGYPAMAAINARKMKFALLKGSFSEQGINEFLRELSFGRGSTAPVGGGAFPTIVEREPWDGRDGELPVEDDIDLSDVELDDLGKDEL
* hit, by the source's call; ? = inconclusive; nt = no result given; & = joins results of further samples. Only part of the results is shown (hit frequency here may not be typical).

(1) COc1ccc(-c2noc(CCC(=O)N3CCC(c4cc(C)ccc4C)CC3)n2)cc1
(2) C[C@@H]1CN([C@H](C)CO)C(=O)c2cccc(NS(=O)(=O)c3ccc(F)cc3)c2O[C@@H]1CN(C)C(=O)Nc1ccc(F)cc1
(3) COc1cc2c(=O)n(CCC(=O)NCC3CCCO3)c(=O)n(CC(=O)Nc3ccc(C)cc3C)c2cc1OC (stereo not given)
(4) COc1ccc(S(=O)(=O)N(C)C[C@H]2OCCCC[C@H](C)Oc3ccc(NS(=O)(=O)c4c(C)noc4C)cc3C(=O)N([C@H](C)CO)C[C@@H]2C)cc1
(5) O=C(CCS(=O)(=O)Cc1ccccc1F)NCc1ccccc1Cl
(6) Cc1cc2nc3c(=O)[nH]c(=O)[nH]c3nc2c([N+](=O)[O-])c1N

screen / no.	1	2	3	4	5	6
E-sel inducer	-0.1	-0.5	nt	0.1	3.6	7.1
SIRT5 block	3	-2	-5	4	0	-1
DENV2 CPE rescue	10	11	-3	5	-1	-6
C2C12 statin	-8	3	7	nt	-3	13
S100A4 MyoIIA	-21	-5	0	-14	-7	?
PglD inh	-6	-3	0	0	2	-8
ERp5 block	4	-10	5	-2	-1	2

(7) CS(=O)(=O)Nc1ccc(C(=O)NC2CCCCC2)cc1
(8) O=C(Nc1ccc(S(=O)(=O)Nc2ncccn2)cc1)C1=COCCO1
(9) COc1ccc(C2=NN(C(=O)CCC(=O)O)C(c3ccccc3OC)C2)cc1 (stereo not given)
(10) CCCN(C1CCS(=O)(=O)C1)S(=O)(=O)c1ccc(F)cc1 (stereo not given)
(11) C[C@@H]1CCCCO[C@H](CN(C)C)[C@H](C)CN([C@@H](C)CO)C(=O)c2cc(NC(=O)CCCN(C)C)ccc2O1
(12) COCOCCn1cc(CN2CCS(=O)(=O)N(Cc3ccc(-c4ccncc4)cc3)C(C)C2=O)nn1 (stereo not given)

screen / no.	7	8	9	10	11	12
E-sel inducer	nt	0.1	?	-1.3	-0.1	0.1
SIRT5 block	-1	-1	-23	-2	-14	-4
DENV2 CPE rescue	5	-12	-4	?	11	15
C2C12 statin	8	4	-5	nt	23	-5
S100A4 MyoIIA	0	-8	0	3	3	16
PglD inh	3	-1	-2	nt	-3	nt
ERp5 block	5	5	0	2	1	-1

(13) CCNC(=S)/N=C(/Nc1ccccc1)Nc1nc(C)cc(C)n1
(14) COCCCN1C(=O)C(CC(=O)NCCN2CCOCC2)CC(C(=O)N(C(C)C)C(C)C)=C1C (stereo not given)
(15) CC(C)C(c1nnnn1Cc1cccs1)N1CCN(C(=O)c2ccco2)CC1 (stereo not given)
(16) Cc1ccc2nsnc2c1NC(=O)c1cccnc1Cl
(17) Cc1noc(/C=C/N(C)C)c1S(=O)(=O)N1CCCC(C(=O)N2CCc3ccccc32)C1 (stereo not given)
(18) O=C(N/C(=C/c1ccc(Br)cc1)C(=O)N1CCCCC1)c1ccccc1F

screen / no.	13	14	15	16	17	18
E-sel inducer	0.2	0.1	1.1	0.2	-0.5	0.7
SIRT5 block	-2	0	-1	-4	-4	-4
DENV2 CPE rescue	18	?	8	0	3	?
C2C12 statin	nt	0	nt	nt	-12	10
S100A4 MyoIIA	-7	1	-6	-1	-4	3
PglD inh	7	1	nt	nt	-4	-5
ERp5 block	1	-3	0	1	4	10

(19) CCOC(=O)C1=C(C)NC(=O)NC1C(C)C (stereo not given)
(20) C[C@@H]1CCCCO[C@@H](CN(C)C(=O)Nc2cccc3ccccc23)[C@H](C)CN([C@@H](C)CO)C(=O)c2cc(NC(=O)Nc3ccc(F)cc3)ccc2O1
(21) CCCOc1ccccc1C(=O)N(Cc1cccc(Br)c1)C1CCS(=O)(=O)C1 (stereo not given)
(22) NC(=O)c1ccc(N2CCN(S(=O)(=O)c3cccs3)CC2)c([N+](=O)[O-])c1
(23) C=CCC[C@H](Cc1ccc(F)cc1)C(=O)OC[C@H](Cc1c[nH]c2ccccc12)NC(=O)[C@H](CC=C)CC(=O)NCCO
(24) COC(=O)c1ccc(C)c(NS(=O)(=O)c2ccc(OC)cc2)c1

screen / no.	19	20	21	22	23	24
E-sel inducer	-0.2	-0.1	nt	nt	0.1	nt
SIRT5 block	11	11	-3	-1	nt	1
DENV2 CPE rescue	-18	7	1	-5	5	1
C2C12 statin	3	nt	42	-40	-18	-13
S100A4 MyoIIA	-4	1	8	6	6	-5
PglD inh	3	-1	1	4	5	7
ERp5 block	-3	-1	nt	-4	2	4

(25) CC(=O)C1=C(c2ccccc2)NC(=O)NC1c1ccccc1 (stereo not given)
(26) COc1ccc(CCNS(=O)(=O)c2cn(C)cn2)cc1OC
(27) CC1(C(=O)NS(=O)(=O)c2cccs2)CCN1C(=O)Cc1ccccc1 (stereo not given)
(28) Cc1ccc(C)c(NC(=O)CSc2nnc3n2CCCCC3)c1
(29) CC(C)C#Cc1cnc2c(c1)C(=O)N([C@@H](C)CO)C[C@@H](C)[C@H](CN(C)C(=O)Nc1ccc(F)cc1)O2
(30) CCC(=O)N[C@H]1CC[C@H](CC(=O)NCc2cc(F)cc(F)c2)O[C@H]1CO

screen / no.	25	26	27	28	29	30
E-sel inducer	nt	nt	0.2	0.5	-0.1	-0.3
SIRT5 block	0	-1	4	-1	3	5
DENV2 CPE rescue	2	-4	-6	1	-6	6
C2C12 statin	-2	-2	2	0	6	-10
S100A4 MyoIIA	-1	1	6	-1	-42	-1
PglD inh	-3	0	-5	7	-1	1
ERp5 block	0	0	12	1	-2	-2

(31) Fc1ccc(C2CCCCN2Cc2nc(CC3CC3)no2)cc1 (stereo not given)
(32) C[C@@H]1CN([C@@H](C)CO)S(=O)(=O)c2ccc(C3=CCCC3)cc2O[C@H]1CN(C)CC1CCCC1
(33) COc1cccc2sc(N(CCN(C)C)C(=O)c3ccc4c(c3)CCCC4)nc12
(34) COC(CN1CCc2c(C)nc3c(C#N)cnn3c21)OC
(35) C[C@H]1CCCCO[C@@H](CN(C)C)[C@@H](C)CN([C@@H](C)CO)C(=O)c2cc(NC(=O)Nc3ccc(C(F)(F)F)cc3)ccc2O1
(36) Cc1cc2cc(CN(Cc3cccs3)S(=O)(=O)c3ccc4c(c3)OCCO4)c(=O)[nH]c2cc1C

screen / no.	31	32	33	34	35	36
E-sel inducer	-0.1	0.5	0.0	3.2	0.4	nt
SIRT5 block	-6	5	-7	17*	1	nt
DENV2 CPE rescue	6	-8	8	-5	-14	5
C2C12 statin	nt	-176	8	nt	5	nt
S100A4 MyoIIA	-5	3	21	-1	0	0
PglD inh	nt	1	3	nt	-3	nt
ERp5 block	-1	7	3	-1	2	3

(37) COc1ccccc1NC(=O)COC(=O)CN1C(=O)C(=O)c2ccccc21
(38) CCN(CC(=O)Nc1c(F)cccc1F)C(=O)c1cc([N+](=O)[O-])ccc1N1CCCCC1
(39) Cc1ccc(C)c(S(=O)(=O)N2CCN(C(=O)CNC(=O)c3ccc4ccccc4c3)CC2)c1
(40) O=C(c1cccs1)N1CCN(Cc2cn[nH]c2-c2ccc(F)cc2F)CC1
(41) C[C@@H]1CN([C@@H](C)CO)C(=O)c2cc(NC(=O)Nc3ccc4c(c3)OCO4)ccc2O[C@@H](C)CCCCO[C@@H]1CN(C)C(=O)Nc1ccc2c(c1)OCO2
(42) Cn1c(=O)n(C)c2cc(CNC(=O)[C@H]3O[C@@H](n4cnc5c(N)ncnc54)[C@H](O)[C@@H]3O)ccc21

screen / no.	37	38	39	40	41	42
E-sel inducer	nt	0.1	-0.1	nt	-0.3	1.0
SIRT5 block	1	2	1	-3	2	-2
DENV2 CPE rescue	4	1	-4	-12	0	4
C2C12 statin	11	-8	nt	4	nt	5
S100A4 MyoIIA	10	-5	1	1	1	0
PglD inh	4	-4	nt	7	-3	0
ERp5 block	1	-1	2	9	0	4

Reprinted from the part before: 3 entries, followed by the next part.
(40) O=C(c1cccs1)N1CCN(Cc2cn[nH]c2-c2ccc(F)cc2F)CC1
(41) C[C@@H]1CN([C@@H](C)CO)C(=O)c2cc(NC(=O)Nc3ccc4c(c3)OCO4)ccc2O[C@@H](C)CCCCO[C@@H]1CN(C)C(=O)Nc1ccc2c(c1)OCO2
(42) Cn1c(=O)n(C)c2cc(CNC(=O)[C@H]3O[C@@H](n4cnc5c(N)ncnc54)[C@H](O)[C@@H]3O)ccc21
(43) CCC(=O)N1[C@H](CO)[C@@H](c2ccc(-c3ccccc3)cc2)[C@@H]1CNC(=O)COC
(44) Cc1c(OCC(=O)N[C@H](C(=O)O)c2ccccc2)ccc2c3c(c(=O)oc12)CCCC3
(45) O=C(COC(=O)Cc1ccccc1[N+](=O)[O-])NCc1ccccc1Cl
(46) CCCCn1c(N)c(N(CCC(C)C)C(=O)c2ccc(C)c(S(=O)(=O)N3CCOCC3)c2)c(=O)[nH]c1=O
(47) O=C(COc1ccc(C(=S)N2CCCC2)cc1)Nc1ccc(F)cc1
(48) CCOc1cc(C(=O)Nc2cc(C(=O)OC)ccc2C)ccc1OCC(=O)N1CCOCC1

screen / no.	40	41	42	43	44	45	46	47	48
E-sel inducer	nt	-0.3	1.0	0.1	nt	nt	0.2	0.1	-0.8
SIRT5 block	-3	2	-2	nt	8	-3	1	-4	-3
DENV2 CPE rescue	-12	0	4	-8	8	1	-1	1	2
C2C12 statin	4	nt	5	-5	4	nt	-4	-2	-9
S100A4 MyoIIA	1	1	0	nt	2	2	-2	-2	-1
PglD inh	7	-3	0	1	4	nt	nt	4	4
ERp5 block	9	0	4	nt	-4	-2	4	5	7

(49) O=C(Cc1ccccn1)N[C@H]1CC[C@H](CC(=O)N2CCCCC2)O[C@@H]1CO
(50) CCS(=O)(=O)c1ccc(O)c(NC(=O)COc2ccc(Cl)cc2)c1
(51) COc1ccccc1-c1ccc(C2[C@@H]3CN(C(=O)c4cccnc4)C[C@H]2N3)cc1 (stereo not given in full)
(52) COC(=O)[C@]12CCCCC=C1N(CCC1=CCCCC1)C(=O)[C@H](CC(=O)NCc1cccs1)C2
(53) C[C@@H]1CN([C@@H](C)CO)C(=O)c2cc(-c3ccncc3)cnc2O[C@H]1CN(C)C(=O)C1CCCCC1
(54) C[C@H]1CN([C@@H](C)CO)C(=O)c2cc(NS(C)(=O)=O)ccc2O[C@H]1CN(C)S(C)(=O)=O

screen / no.	49	50	51	52	53	54
E-sel inducer	-0.3	nt	-0.1&0.0	0.1	0.9	0.2
SIRT5 block	4	0	-5&-2	9	-2	0
DENV2 CPE rescue	-5	3	9&-5	?	?	0
C2C12 statin	-8	0	nt	nt	-14	1
S100A4 MyoIIA	2	3	2&0	3	6	4
PglD inh	5	-3	nt	nt	2	-1
ERp5 block	-4	-4	-2&-2	-3	11	4

(55) Cc1ccc(NC(=O)CSc2nc3ccccc3c(=O)n2CCCC(=O)NCCCN2CCOCC2)cc1C
(56) O=C(C[C@H]1CC[C@@H]2[C@H](COC[C@@H](O)CN2S(=O)(=O)c2cccc(F)c2)O1)NC1CCC1
(57) CCN1CCN(C(CNS(=O)(=O)c2ccc(F)cc2)c2cccnc2)CC1 (stereo not given)
(58) CN(C)c1ccc(CN2CCC(C(=O)NC(c3ccc(Cl)cc3)c3cnccn3)CC2)cc1 (stereo not given)
(59) Cc1cc(C)c2[nH]c(O)c(N=NC3=NC(=O)CS3)c2c1
(60) CCc1ccc(C(=O)Nc2cccnc2Oc2ccc(Cl)cc2)cc1
(61) C[C@H]1CN([C@@H](C)CO)C(=O)c2cc(NC(=O)Nc3ccccc3)ccc2O[C@H]1CN(C)Cc1ccncc1

screen / no.	55	56	57	58	59	60	61
E-sel inducer	-3.7	-0.1	0.0	-0.4	-0.3	?	-0.3
SIRT5 block	0	-1	-2	nt	0	0	9
DENV2 CPE rescue	-6	1	?	-3	10	1	?
C2C12 statin	nt	0	1	6	5	-9	-18
S100A4 MyoIIA	2	3	0	2	-2	-3	10
PglD inh	nt	-2	5	3	nt	nt	2
ERp5 block	2	0	-2	-3	4	-1	-2
